# GLP-1R agonist – agonists of human GLP-1 receptor; P43220; HEK293 GLP-1R CRE-luciferase, luminescence, 4-6 h; cells express a hypersensitive GLP-1R form; Potency, µM (top dose mostly 45.6 µM), for inactives: at the top dose activation, hits mostly activators; 380,000 tested, 0.007% active; also: potency is read from the fitted curve at half-maximal effect; % of control where 0% means no effect
# Target sequence (P43220 whole entry, looked up): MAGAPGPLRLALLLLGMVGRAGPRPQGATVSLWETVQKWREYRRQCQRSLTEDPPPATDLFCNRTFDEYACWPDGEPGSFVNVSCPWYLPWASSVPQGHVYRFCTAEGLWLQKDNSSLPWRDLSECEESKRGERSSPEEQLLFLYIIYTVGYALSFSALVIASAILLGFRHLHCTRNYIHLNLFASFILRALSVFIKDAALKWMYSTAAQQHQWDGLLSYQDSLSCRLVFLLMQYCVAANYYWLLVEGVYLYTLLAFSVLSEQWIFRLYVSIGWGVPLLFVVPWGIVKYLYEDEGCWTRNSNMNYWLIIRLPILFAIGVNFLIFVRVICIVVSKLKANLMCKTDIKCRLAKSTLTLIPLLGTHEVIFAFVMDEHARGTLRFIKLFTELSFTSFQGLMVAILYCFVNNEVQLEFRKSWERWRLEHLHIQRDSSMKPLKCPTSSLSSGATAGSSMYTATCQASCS
# Abeta rescue – A-beta toxicity reversal in yeast. yeast expressing A-beta42, growth rescue, OD600, 48 h; response scale: 0% DMSO, 100% iron-clioquinol control. Potency, µM (top dose mostly 46.1 µM), inactives show at the top dose growth rescue, usual class: activators. 410,000 tested, 0.063% active; also: potency is read from the fitted curve at half-maximal effect; nearly all actives have a fitted effect of over 55% in size
#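 Yeast growth medium received pinned compounds, then yeast cells expressing toxic A-beta were added; plates incubated at 30 C for 48 hr. Growth read as absorbance at 600 nm, normalized to DMSO and equimolar FeCl3 plus clioquinol controls.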
# GLP-1R inv ag – inverse agonists of human GLP-1 receptor; 410,000 tested, 1.6% active; HEK293 GLP-1R CRE-luciferase, luminescence, 24 h; GLP-1R form is constitutively active; Potency, µM (top dose mostly 38.3 µM), inactives show at the highest dose activity change, negative = inhibition, usual class: inhibitors; also: potency is read from the fitted curve at half-maximal effect; % is scaled to controls: 0 for no effect and ±100 for the full control effect; nearly all actives have a fitted effect of over 55% in size
#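 Luminescence readout: a drop in cAMP-driven luciferase signal flags inverse agonism at a constitutively active GLP-1R stably expressed in HEK293. Compound exposure lasted 24 hr at 37 deg C, 5% CO2.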
# D3 antag – D3 dopamine receptor (human) antagonism | P35462 | D3R cells, DiscoveRx beta-arrestin luminescence, antagonist mode; stronger effect = lower value | max response, negative = inhibition, % | 360,000 tested, 2.5% active | AID 652054; in the data active = max response below about -50%; inconclusive = no clear call, values can overlap the other calls; also: % is scaled to controls: 0 for no effect and ±100 for the full control effect; mostly tested at two doses, the higher about 12 µM
# Target sequence (P35462 whole entry, looked up): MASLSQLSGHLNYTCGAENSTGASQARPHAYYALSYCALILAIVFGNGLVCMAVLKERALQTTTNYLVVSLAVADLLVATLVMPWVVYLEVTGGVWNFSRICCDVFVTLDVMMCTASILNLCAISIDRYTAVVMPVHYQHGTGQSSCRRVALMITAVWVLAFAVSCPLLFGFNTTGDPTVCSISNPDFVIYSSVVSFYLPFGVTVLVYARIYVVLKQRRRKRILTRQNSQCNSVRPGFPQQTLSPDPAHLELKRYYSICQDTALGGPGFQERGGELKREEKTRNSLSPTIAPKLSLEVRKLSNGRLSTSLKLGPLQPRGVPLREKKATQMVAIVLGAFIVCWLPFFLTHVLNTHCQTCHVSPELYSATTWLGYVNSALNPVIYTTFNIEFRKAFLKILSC
#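 Cells expressing the human receptor were seeded at 1500 cells/well, incubated overnight at 37 degrees C in 5% CO2, then exposed to library compounds with dopamine controls for 90 minutes at 37 degrees C before luminescent detection.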
# TDP-43 yeast inh – rescues yeast growth from TDP-43 toxicity; 410,000 tested, 1.8% active; TDP-43 expressing yeast growth rescue, BacTiter-Glo, 24 h; Potency, µM (titrated, usually from 46.1 µM), inactives show top-dose growth rescue (activation), hits mostly activators; also: potency is read from the fitted curve at half-maximal effect; % of control where 0% means no effect; nearly all actives have a fitted effect of over 50% in size
#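 Growth rescue of TDP-43-toxic yeast measured as ATP luminescence (BacTiter-Glo). Cells grown to mid-log in raffinose, induced in galactose at OD600=0.02, exposed to compound 24 hr at 30 deg C.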
# FUS yeast rescue – rescues growth of FUS-expressing yeast. 390,000 tested, 0.24% active. Potency, µM (doses to about 76.6 µM), for the others: at the top dose growth rescue (activation), most hits filed as activators. S. cerevisiae FUS-expressing, growth rescue, OD600, 24 h;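 also: potency is read from the fitted curve at half-maximal effect; plate controls were DMSO vehicle for no effect and reference control for full effect; nearly all actives have a fitted effect of over 55% in size; some results filed as inactive show a strong effect at the top dose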
#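 Steps: raffinose overnight preculture; dilution to OD 0.005 in 2% galactose minimal medium; compound addition (concentration series); 24hr at 30C, 99% humidity; absorbance read at 600 nm.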
# Akt phos inh – Akt phosphorylation inhibition; Neuro2A IGF-stimulated pAkt S473 HTRF, 20 min; stronger effect = lower value; activity change, % for hits at 50 µM; 360,000 tested, 0.32% active; AID 651550; in the data active = activity change below about -80%; inconclusive = mostly about -51% to -80%; also: % is scaled to controls: 0 for no effect and ±100 for the full control effect
#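 Neuro2A cells in DMEM with 0.5% FBS, overnight at 37 deg C, given compound at single 50 µM final, then IGF (6 nM final) for 20 min at 37 deg C. Lysed; phospho-Akt Ser473 by HTRF after 24 h, 665/615 ratio.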
# aSyn rescue – inhibitors of alpha-synuclein toxicity in yeast. AID 652106. Potency, µM (highest dose often 46.1 µM), inactives show at the top dose growth rescue (activation), hits mostly activators. Yeast expressing alpha-synuclein, growth rescue, BacTiter-Glo, 24 h. 370,000 tested, 0.14% active; also: potency is read from the fitted curve at half-maximal effect; % of control where 0% means no effect; nearly all actives have a fitted effect of over 65% in size
#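 Readout is rescue of growth in alpha-synuclein-expressing yeast, so inhibitors of toxicity appear as activators. Growth after 24 hr at 30 deg C in galactose medium is quantified by luminescence.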
# PTHR1 ag – activates the human parathyroid hormone receptor PTHR1; 410,000 tested, 0.075% active; Potency, µM (doses to about 115 µM), for the others: top-dose activation, actives largely listed as activators; HEK293 GP2 PTHR1 cells, GloSensor cAMP luminescence, 1 h; Q03431; also: potency is read from the fitted curve at half-maximal effect; nearly all actives have a fitted effect of over 55% in size; some results filed as inactive show a strong effect at the top dose; inactives centre near -15; many of its hits are not listed in these tables
#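 HEK-293-derived GP2 cells expressing PTHR1 and a GloSensor cAMP reporter, 3,000/well, plated overnight, given luciferin plus IBMX (each 0.5 mM as added) for 1 h at 37 °C, then compound for 1 h at 37 °C. Luminescence was read after 15 min at room temperature.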
# The depositor's hits bear a star; i = inactive; ? = inconclusive; · = not tested or not shown; & = joins results of further samples; [ ] = another dose, or the depositor's remark. Unless noted, calls follow the shape of the dose curve; as a rule, active = well fitted curve in the direction sought with a large enough effect; inconclusive = small, poorly fitted or top-dose-only effect, or another doubt; inactive = no such curve, though single readings can be large; an effect the other way counts as inactive or inconclusive. Only part of the results is shown, so the mix of outcomes need not match the whole.
SMILES,GLP-1R agonist,Abeta rescue,GLP-1R inv ag,D3 antag,TDP-43 yeast inh,FUS yeast rescue,Akt phos inh,aSyn rescue,PTHR1 ag
CN1CCCN(C(=O)COc2ccc(F)cc2Cl)CC1,-2%,4%,-21%,9,-5%,-8%,i,0%,-36%[inhibitor]
COc1ccc2c(c1O)-c1c(OC)c(OC)cc3c1[C@H](C2)N(C)CC3,-6%,-20%,3%,0,10%,-23%,i,1%,i
COC(=O)C1=C(c2ccc(OCc3ccccc3)cc2)C[C@@H]2CC[C@H]1N2C(=O)NC1CCN(Cc2ccccc2)CC1,7%,1%,7.9µM*,-94*,10%,15%,i,6%,-8%
Cc1cccn2c(=O)c3c(nc12)N1CCCCC1C1(C3)C(=O)N(C)C(=O)N(C)C1=O (centres undefined),14%,6%,9%,8,-14%,14%,i,2%,i
O=[N+]([O-])c1ccc(N2CCCC(C(F)(F)F)C2)c2ccncc12 (centres undefined),10%,-34%[inhibitor],-20%,17,?,-3%,i,1%,-36%[inhibitor]
Fc1cccc(C2NCc3ccccc3-n3cccc32)c1 (centres undefined),4%,-1%,?,4,-8%,25%,i,3%,i
CSc1ccc(C(c2c(O)c3ccccc3oc2=O)c2c(C)n(C)n(-c3ccccc3)c2=O)cc1 (centres undefined),-2%&-5%,10%&2%,-30%&-20%,-14,-17%&3%,?,i,12%,-7%&-15%
Cc1ccc(-c2nn(Cc3ccccc3)cc2C(=O)O)cc1,-4%,6%,8%,4,-2%,-21%,i,0%,i
OCCCCO,-2%,-16%,-2%,29,12%,-34%,i,0%,-8%
O=C(CNC(=O)c1cccc(S(=O)(=O)N2CCc3ccccc32)c1)Nc1ccccc1Br,-6%,4%,?,?,17%,·,i,13%,-2%
Cc1ccc2nsnc2c1-n1c(C)nc2ccccc2c1=O,11%,-1%,-7%,-11,-5%,2%,i,3%,i
CCOc1ccc(/C=C/c2nc(C#N)c(NCc3ccccc3)o2)cc1,·,-5%,?,·,?,28%,·,·,-32%
NP(=O)(Nc1ccccc1)Nc1ccccc1,?,1%,8%,12,-16%,-9%,i,-6%,-21%
O=C(COc1ccc(S(=O)(=O)N2CCOCC2)cc1)N1CCN(Cc2ccc3c(c2)OCO3)CC1,0%,23%,0%,-24,-10%,5%,i,3%,i
CC1C(=O)OC2CCN3CC4OC4(COC(=O)C(C)(O)C1(C)O)C23 (centres undefined),-1%,13%,24%,12,0%,·,i,0%,i
CC1(C)c2[nH]c3ccccc3c2C[C@H]2C(=O)N(Cc3ccccc3F)C(=O)N21,-1%,?,·,·,·,38%,·,·,-84%[inhibitor]
COc1ccc(/C=C/C=C2C(=O)NC(=S)NC2=O)cc1,1%,0%,19%,23,19%,·,i,-1%,-49%
COCCCn1c(-c2ccc(OC)cc2)cc(C(=O)NC2CCCCCCC2)c1C,9%,5%,?,-23,?,?,i,9%,-13%
O=c1[nH]c(O)c(/C=C2\C=NN=C2c2ccccc2)c(=O)[nH]1,1%,-8%,0%,-26,-25%,?,i,0%,i
NC(=O)c1cn(C2CCCCC2)c2ccccc2c1=O,21%,4%,143%[activator],21,-7%,16%,i,-1%,-18%
CC(Cc1cccs1)NCc1ccc(Cl)cc1 (centres undefined),-3%,22%,5%[0.307 µM],-15,13%,-14%,i,4%,-12%
Cc1nc2ccccc2c(=O)n1-c1ccc(F)cc1F,8%,-7%,9%,12,13%,-5%,i,11%,-21%
COc1cc(-n2c(=S)[nH]c3ccccc3c2=O)c(Cl)cc1Cl,-39%[inhibitor],-38%[inhibitor],?,-3,?,0%,i,-2%,-27%[57.5 µM]
CCc1ccc(N2C(=O)NC(=O)/C(=C/c3cccn3CCOc3ccc(C)cc3)C2=O)cc1,2%,5%,6%,?,-9%[9.22 µM],19%,i,3%,-20%
CCN1CCN(c2ccc(N)cc2)CC1,0%,7%,12%,4,-4%,-6%,i,-8%,i
SMILES,GLP-1R agonist,Abeta rescue,GLP-1R inv ag,D3 antag,TDP-43 yeast inh,FUS yeast rescue,Akt phos inh,aSyn rescue,PTHR1 ag
COc1cccc(C(C)(O)c2nc(-c3cccc(F)c3)cs2)c1 (centres undefined),-3%,?,?,8,?,27%,i,0%,-93%[inhibitor]
CCOC(=O)C1(CCOc2ccccc2)CCN(C2Cc3ccccc3C2)CC1,4%,1%,-24%,-30,-8%,24%,i,2%,-33%[inhibitor]
CCC12CN3CC(CC)(CN(C1)C3c1c(C)[nH]c(=O)[nH]c1=O)C2=O (centres undefined),·,-23%,11%,·,9%,-28%,·,·,3%
CC(N)Cc1c[nH]c2ccc(O)cc12 (centres undefined),-1%,-10%,1%,22,21%,-42%,i,2%&-11%,i
Cn1c(O)c(C=NCCCCCCCCCCC(=O)O)c(=O)n(C)c1=O,0%,15%,2%,0,12%,-7%,i,6%,7%
CN(C)c1nc(N(C)C)nc(N(C#N)CCCl)n1,2%,-14%,-10%,-6,3%,0%,i,0%,i
CCCCCn1c(=O)c(C(=O)Nc2ccccn2)c(O)c2ccccc21,6%,-9%,4%,-6,10%,-8%,i,0%,-35%
CC(C)CCNC(=O)CN1C(=O)CN=C(c2ccccc2)c2ccccc21,10%,-4%,-10%,-13,-19%,20%,i,-3%,i
Cc1n[nH]c(C)c1CCN,-12%,8%,6%,21,6%,-2%,i,3%,-4%[57.5 µM]
O=C(c1ccccc1)C(CN1CCCC1)c1ccccc1 (centres undefined),-17%,-51%[inhibitor],?,-56*,?,7%,i,8%,-38%[inhibitor]
CC(=NCC1CCCO1)c1c(O)n(Cc2ccccc2)c(=O)[nH]c1=O (centres undefined),5%,24%,-30%,30,-13%,9%,i,-4%,-4%[57.5 µM]
COc1cccc(C(=O)N2CCC3(CC2)OCCO3)c1,0%,8%,-1%,-12,1%,8%,i,6%,-20%
CCOP(=O)(OCC)C(NC(=O)Nc1ccc(Cl)c(Cl)c1)c1ccccc1 (centres undefined),1%,-6%,8.9µM*,5,20%,?,i,-11%,-12%
Cc1ccc(-c2nc3ccc(Cl)cc3n2OC(=O)N(C)C)cc1,5%,-6%,?,0,-18%,21%,i,-4%,-16%[57.5 µM]
CCOc1cc(CNCCc2c[nH]c3ccccc23)cc(Cl)c1OC,2%,2%,11µM*,-26,12%,23%,i,1%,-24%
CCCC(=O)C1C(=O)NC(=O)NC1=O,-9%,9%,0%,3,-5%,-13%,i,9%,3%[57.5 µM]
Fc1ccc(C2NCCc3[nH]cnc32)cc1 (centres undefined),0%,0%,7%,-4,11%,·,i,-6%,-27%
O=C1NC(=O)N(Cc2ccccc2)C(=O)/C1=C\c1ccco1,-3%,-18%,11%,7,12%,21%,i,0%,-23%
Clc1cccc(Cl)c1NC1=NCCS1,-5%,10%,13%,-19,-3%,28%,i,-9%,-15%
COC(=O)CCCC(NC(=S)N1CC2C[C@@H](C1)Cn1c2cccc1=O)C(=O)OC (some centres undefined),-1%,8%,-7%,1,7%,-30%,i,4%,i
O=C1C(c2ccccc2)=C(N2CC2)c2ccccc21,7%,-20%,?,-24,26%,6%,i,-13%,-17%
CC[C@@H](CO)NC(=O)[C@@H]1C=C2c3cccc4c3c(cn4C)C[C@H]2N(C)C1,0%&23%&10%,4%&-6%,-10%&-3%,-93*,0%&0%,-17%&-14%,i,14%&7%&7%,-30%[inhibitor]
CCc1nc2ccccc2c(=O)n1-c1ccc2ccccc2c1,-6%,-64%[inhibitor],?,-12,?,4%,i,0%,i
Cc1ccc(S(=O)(=O)N(C)C[C@H]2Oc3c(NC(=O)Nc4cccc5ccccc45)cccc3C(=O)N([C@@H](C)CO)C[C@@H]2C)cc1,-4%,2%,?,1,0%,?,i,-1%,-38%[inhibitor]
Cc1ccc(OP(=O)(NCc2ccccc2)Oc2ccc(C)cc2)cc1,7%,8%,7.1µM*,20,1%,·,i,?,-37%[inhibitor]

# The last two records of the part before open the next one.
SMILES,GLP-1R agonist,Abeta rescue,GLP-1R inv ag,D3 antag,TDP-43 yeast inh,FUS yeast rescue,Akt phos inh,aSyn rescue,PTHR1 ag
Cc1ccc(S(=O)(=O)N(C)C[C@H]2Oc3c(NC(=O)Nc4cccc5ccccc45)cccc3C(=O)N([C@@H](C)CO)C[C@@H]2C)cc1,-4%,2%,?,1,0%,?,i,-1%,-38%[inhibitor]
Cc1ccc(OP(=O)(NCc2ccccc2)Oc2ccc(C)cc2)cc1,7%,8%,7.1µM*,20,1%,·,i,?,-37%[inhibitor]
C[C@H](CO)N1C[C@H](C)[C@@H](CN(C)S(=O)(=O)c2cccs2)Oc2ccc(NC(=O)Nc3ccc(C(F)(F)F)cc3)cc2C1=O,-1%,3%,8.9µM*,6,4%,33%,i,1%,i
O=c1oc2ccccc2n1CCCOc1ccccc1,-5%,-7%,11%,8,?,-11%,i,3%,-30%
CC(=O)N1Cc2cnnn2-c2ccccc2C1(C#N)Cc1ccccc1 (centres undefined),-2%,8%,0%,21,23%,-16%,i,3%,i
Cc1ccc(S(=O)(=O)N(C)C[C@H]2Oc3cc(Br)ccc3S(=O)(=O)N([C@H](C)CO)C[C@@H]2C)cc1,-4%,-11%,3%,20,1%,-28%,i,1%,-7%
O=[N+]([O-])c1ccc(N2CCOCC2)c2cccnc12,-11%,-5%,107%[activator],5,19%,-18%,i,-5%,i
COc1cc(C(=O)OC2C[C@H]3CC[C@@H](C2)N3C)ccc1O (some centres undefined),12%,-12%,?,7,-4%,-5%,i,0%,i
O=S(=O)(c1ccccc1)N1CN2CCN(C2)C1,-2%,12%,18%,-6,15%,-3%,i,6%,-5%
OC1(c2ccc(F)cc2)CCNC1 (centres undefined),-11%,-6%,5%,-24,-15%,10%,i,-3%,i
O=C(c1cc2cc3ccc(Cl)cc3nc2o1)N1CCC2(CC1)OCCO2,3%,18%,21%,28,14%,-1%,i,1%,-9%[57.5 µM]

# Source: PubChem (National Center for Advancing Translational Sciences (NCATS))
